CHT allo act: allosterically activates the human high affinity choline transporter; Q9GZV3; hit rate 0.49% among 310,000; AID 488977; CHT-expressing cells, membrane potential dye, choline EC20; hits give high values; LV-AA mutant CHT in HEK293 cells; B-score at 10 µM;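 active means initial fluorescence not abnormally high and integrated response B-score, plate-corrected, over 3 SD above library mean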
Target sequence (Q9GZV3 whole entry, looked up): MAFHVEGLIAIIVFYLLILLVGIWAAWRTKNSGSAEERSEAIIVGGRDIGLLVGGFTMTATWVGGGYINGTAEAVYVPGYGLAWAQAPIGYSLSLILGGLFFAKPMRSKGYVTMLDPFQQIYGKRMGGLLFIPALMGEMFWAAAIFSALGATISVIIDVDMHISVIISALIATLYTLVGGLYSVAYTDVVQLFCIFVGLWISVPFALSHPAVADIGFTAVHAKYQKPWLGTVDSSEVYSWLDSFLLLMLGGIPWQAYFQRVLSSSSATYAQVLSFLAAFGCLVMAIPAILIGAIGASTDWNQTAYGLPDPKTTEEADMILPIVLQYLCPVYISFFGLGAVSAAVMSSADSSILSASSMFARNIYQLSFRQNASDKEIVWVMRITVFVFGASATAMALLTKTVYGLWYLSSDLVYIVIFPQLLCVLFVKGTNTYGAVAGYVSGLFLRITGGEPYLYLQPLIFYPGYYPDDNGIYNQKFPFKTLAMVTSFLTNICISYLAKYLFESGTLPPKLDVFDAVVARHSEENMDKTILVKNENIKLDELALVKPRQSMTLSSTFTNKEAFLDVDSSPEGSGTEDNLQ
OX1R antag-1: antagonists of human orexin 1 receptor (OX1R); AID 485270; OX1R-expressing cells, FRET antagonist read-out; hit rate 1.8% among 330,000; inhibition, % at 6.6 µM; O43613; in the data active means inhibition mostly above about 38%, no sharp cut-off; inactive means mostly below about 40%;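 further: 0% = agonist challenge alone and 100% = reference antagonist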
Target sequence (O43613 whole entry, looked up): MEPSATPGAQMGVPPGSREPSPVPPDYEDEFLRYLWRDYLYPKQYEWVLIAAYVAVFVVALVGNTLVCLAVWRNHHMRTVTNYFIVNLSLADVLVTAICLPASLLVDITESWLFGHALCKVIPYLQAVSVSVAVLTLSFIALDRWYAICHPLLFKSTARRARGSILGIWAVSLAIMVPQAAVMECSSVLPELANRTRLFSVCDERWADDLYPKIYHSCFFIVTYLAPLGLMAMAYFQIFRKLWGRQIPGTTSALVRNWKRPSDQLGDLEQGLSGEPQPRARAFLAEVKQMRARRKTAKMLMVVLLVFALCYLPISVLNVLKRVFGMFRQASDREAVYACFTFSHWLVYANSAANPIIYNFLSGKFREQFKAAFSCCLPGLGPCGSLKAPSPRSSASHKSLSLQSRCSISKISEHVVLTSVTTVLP
OX1R antag-2: blocks the human orexin 1 receptor; hit rate 0.43% among 330,000; AID 434989; CHO/OX1R cells, Fluo-8 calcium fluorescence, orexin A; inhibition, % at 5 µM;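 active means inhibition above its plate's threshold, mean inhibition of all tested compounds on the plate plus 3 SD, cut at about 37% in these data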;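 further: 0% = orexin A challenge wells and 100% = SB-334867-A antagonist wells; not every result past the cut was called active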
* marks the source's active call; other numbers are inactive results; i = inactive; / = no result given.

SMILES | CHT allo act | OX1R antag-1 | OX1R antag-2
Cc1c(C(=O)N/N=C/c2c(O)ccc3ccccc23)nnn1-c1nonc1N | i | 8 | -8
O=C(OCc1ccc(Br)cc1)c1cccnc1Cl | i | 16 | -16
O=C1N[C@@H](c2ccccc2)COC(=O)[C@H](Cc2ccc(F)cc2)C/C=C\C[C@@H]1CC(=O)N(CCO)Cc1ccccc1 | / | 13 | -3
Cc1ccccc1-c1nc(CS(=O)(=O)CC(=O)NC(C)c2ccccc2)c(C)o1 (stereo unspecified) | i | 5 | -29
CC1CCN(C(=O)COC(=O)c2n[nH]c3ccccc23)CC1 | i | 17 | -12
Cc1ccc(N2CC(C(=O)Nc3nnc(SCCC4OCCO4)s3)CC2=O)cc1C (stereo unspecified) | i | 14 | -10
COc1ccc(-c2c(C)nn3c(N4CCCCCC4)cc(C)nc23)cc1OC | i | 9 | -45
O=C(CSc1nnc(-c2cc3ccccc3cc2O)n1Cc1ccco1)c1ccc(F)cc1 | i | 19 | -17
COCCN=c1scc(-c2ccc3c(c2)NC(=O)CO3)n1/N=C(\C)c1ccc(O)cc1 | i | 9 | -12
COc1ccc(NS(=O)(=O)c2cccc(C(=O)N3CCN(C(=O)c4ccco4)CC3)c2)cc1 | / | 8 | -5
O=C(COc1ccc2c3c(c(=O)oc2c1)CCC3)NCCCN1CCCC1=O | i | 6 | -14
CCOC(=O)CCSc1nc(C(C)(C)C)cc(C(F)(F)F)c1C#N | i | 8 | -27
Cc1cn(-c2cc(NC(=O)c3ccc(C)c(NC(=O)c4cccc(-c5cn[nH]c(=O)c5)c4)c3)cc(C(F)(F)F)c2)cn1 | i | 0 | -3
COc1cccc(NC(=O)C2CCCN(S(=O)(=O)c3ccc(-n4cnnn4)cc3)C2)c1 (stereo unspecified) | i | 19 | 8
O=C(COc1ncnc2ccccc12)NC(=O)NCc1ccccc1 | i | 10 | -9
COc1ccc(C2c3sc(=O)[nH]c3SC3C4CCC(C4)C23)cc1OC (stereo unspecified) | i | 28 | -53
CSCCC(NC(=O)c1ccccc1Br)C(=O)NNC(=O)c1cc(C)oc1C (stereo unspecified) | / | 3 | 4
COc1ccc(Cc2nnc(SCC(=O)N(C)c3ccccc3)o2)cc1 | i | 11 | -23
CCOC(=O)CCCN1CC(O)=C(c2nc3ccccc3s2)C1=N | i | 11 | -5
CN(CCC#N)c1ncnc2scc(-c3ccccc3)c12 | i | 11 | -9
CCOc1cc(C(=S)N2CCOCC2)ccc1OC(=O)c1ccc(C)cc1 | i | 37 | -6
CC(C)CN(C(=O)COC(=O)COc1ccc2ccccc2c1)c1c(N)n(Cc2ccccc2)c(=O)[nH]c1=O | i | 10 | -39
Clc1ccc2c(NCc3ccccc3)ccnc2c1 | i | 18 | -8
Cc1cccc2nc(CNc3ccc(F)cc3)cn12 | i | 12 | -15
C#CCSc1n[nH]c(=O)n1-c1cccc(C(F)(F)F)c1 | i | 5 | 3
O=C(CCCN1C(=O)c2cccc3cccc(c23)C1=O)N1CCc2ccccc2C1 | i | 44 | -21
CC1(C)NC(=O)N(CC(O)COC2CCCCC2)C1=O (stereo unspecified) | i | 19 | 5
Cc1c(Cl)cc(-n2cnnn2)cc1[N+](=O)[O-] | i | 61 | -11
CCOc1cccc2sc(N(CCCN(C)C)C(=O)c3ccc(S(=O)(=O)N(C)Cc4ccccc4)cc3)nc12 | i | 45 | -18
CC(=O)/C(N=Nc1ccc2c(c1)OCO2)=C(\C)O | i | 26 | -8
O=C1CCCN1c1ccc(S(=O)(=O)N2CCCCC2)cc1 | i | 15 | -18
Cc1ccc(C)c(NC(=S)N2CCN(c3cccc(C(F)(F)F)c3)CC2)c1 | i | 1 | -11
COc1ccc(-n2cc(CNC3CCN(C)CC3)c(-c3cccc(F)c3)n2)cc1 | i | 9 | -11
CC(=O)N(C)c1ccc(NC(=S)Nc2cccc3ccccc23)cc1 | i | 17 | -14
O=C(Nc1ccn([C@H]2CC[C@@H](CO)O2)c(=O)n1)c1ccccc1 | i | 0 | 0
Cc1sc2ncn(CC(=O)N(CC(=O)NC3CCCC3)Cc3cccs3)c(=O)c2c1C | i | 9 | -33
Oc1cccc(O)c1O | i | 18 | -39
COC(=O)COc1ccc(S(=O)(=O)Nc2ccc3c(c2)OCCO3)cc1Cl | i | 24 | 0
O=C1NNC(=O)C2C3C=CC(C4CC34)C12 (stereo unspecified) | i | 5 | -6
CCCCN(C(=O)C1CCCC1)c1c(N)n(CC(C)C)c(=O)[nH]c1=O | / | 4 | -8
COc1ccc(C(=O)Nc2ccc([N+](=O)[O-])cn2)cc1OC | i | 40 | 16
CCc1ccccc1NC1c2ccccc2C(=O)N1c1cccnc1 (stereo unspecified) | i | 43 | -9
O=C(O)c1ccc(CNC(=S)Nc2ccccc2)cc1 | i | 19 | -4
CCN(C[C@H]1N[C@@](Cc2ccccc2)(C(=O)OC)[C@H]2C(=O)N(C)C(=O)[C@@H]12)S(=O)(=O)c1ccc(OC)cc1 | / | 10 | -14
Cc1cc(=O)[nH]c(N/N=C/c2ccc3c(c2)OCCO3)n1 | i | 9 | -17
CCCCNc1c(N)n(CCCC)c(=O)[nH]c1=O | i | 26 | -15
O=C(Nc1cccc(N=Cc2cc(Cl)cc(Br)c2O)c1)c1ccco1 | i | 12 | -12
Cc1coc2cc3oc(=O)c(CC(=O)N[C@@H](CC(C)C)C(=O)O)c(C)c3cc12 | i | 13 | -6
COc1ccc(C2CC(=O)C3=C(C2)NC(C)=C(C#N)C3c2ccc(N(C)C)cc2)cc1 (stereo unspecified) | i | 18 | -27
O=C(O)c1nn(CCOc2ccc(Br)cc2)c(=O)c2ccccc12 | i | 11 | -6
O=C(COC(=O)c1ccccn1)Nc1cccc2ccccc12 | i | 12 | -11
CN(C)c1ccc(C2(c3ccc(N(C)C)cc3)OC(=O)c3cc(N)ccc32)cc1 | i | 10 | -33
Cc1c(/C=N/Nc2ccc(C(=O)O)cc2)c2ccccc2n1C | i | 12 | -5
CSc1ncccc1C(=O)Nc1ccc(S(=O)(=O)N2CCCC2)cc1 | / | 3 | 13
S=c1[nH]nc(-c2cccs2)n1Cc1ccccc1 | i | 13 | -8
C=CCn1c(SCCOc2ccc(OC)cc2)nnc1C(CO)NC(=O)c1ccc(OC)cc1 (stereo unspecified) | i | 26 | -25
CCN1C(=O)CS/C1=N\S(=O)(=O)c1ccc(Cl)cc1 | i | 5 | -25
CN(Cc1c(C(=O)N/N=C/c2cccc(O)c2)nnn1-c1nonc1N)c1ccccc1 | i | 87* | 84*
CC(C)c1cc(C(=O)Nc2cc(Cl)ccc2O)no1 | i | 13 | -15
c1cncc(-c2nnc(-c3cccnc3)nn2)c1 | i | 88* | -2

Next part.
SMILES | CHT allo act | OX1R antag-1 | OX1R antag-2
Clc1cccc(CSc2nnc(-c3c[nH]c4ccccc34)o2)c1 | i | 50 | 16
Cc1c(C(=O)Nc2cccc(C(F)(F)F)c2)oc2ccc(S(=O)(=O)N3CCOCC3)cc12 | i | 10 | -10
O=S(=O)(Nc1ccc(Oc2ncccn2)c(Cl)c1)c1ccc(Cl)cc1 | i | 12 | -18
Cc1ccc(NC(=O)CN2C(=O)NC(C)(c3ccc(Cl)cc3)C2=O)cc1S(=O)(=O)N1CCOCC1 (stereo unspecified) | i | 1 | -1
Cc1ccc(S(=O)(=O)N/N=C/c2cc(Br)ccc2O)cc1 | i | 8 | -13
CCCCC1(CC(=O)OC)C(=O)N(c2ccccc2)N(c2ccccc2)C1=O | i | 8 | -21
OC(CNCC(c1ccc(Cl)cc1Cl)c1c[nH]c2ccccc12)c1ccccc1 (stereo unspecified) | i | 3 | 17
C=CCN1CCN(C(=O)c2c(-c3ccccc3)noc2C)CC1 | i | 5 | -16
Cc1cccc(-n2ncc3c(N(CCO)CCO)ncnc32)c1 | i | 17 | -20
Cc1ccccc1Nc1c([N+](=O)[O-])cncc1[N+](=O)[O-] | i | 63* | 2
O=C(NC(=S)Nn1cnnc1)c1ccc(F)cc1Cl | i | 4 | -14
Cc1nnc(SCC(=O)NCc2cccs2)[nH]c1=O | i | 4 | -11
CC(C)Oc1cccc(C(=O)Nc2ccc(Br)cc2F)c1 | i | 12 | -24
CCCCS(=O)(=O)Nc1ccc2c(c1)ncn2C1CCCCC1 | i | -6 | -14
Clc1ccc(C#Cc2cccnc2)cc1 | i | 24 | -12
O=c1cc(CN2CCN(c3ccccc3O)CC2)nc2sccn12 | i | 8 | -19
Cc1ccc(NC(=O)C2CCCN(S(=O)(=O)c3c(C)noc3C)C2)cc1 (stereo unspecified) | i | 18 | -22
Cc1cc(C)nc(NC(=O)C(C)N2C(=O)c3ccccc3C2=O)n1 (stereo unspecified) | i | 4 | -8
CC(O)CC(C)O (stereo unspecified) | / | 4 | -24
COc1cc(C2Nc3ccccc3NC3=C2C(=O)CC(c2ccc(OC)c(OC)c2)C3)ccc1O (stereo unspecified) | i | 14 | 4
O=C(Cn1cnc(S(=O)(=O)N2CCCC2)c1)Nc1cccc(F)c1 | i | 6 | -11
O=C(O)c1ccccc1NCc1cccnc1 | i | 14 | 1
COC(=O)C(CCCN1C(=O)c2ccccc2C1=O)(NC(C)=O)c1nnn(C)n1 (stereo unspecified) | i | 19 | 4
O=C(C1CCN(CC2CCCCC2)CC1)N1CCCC1 | i | 5 | -3
CC1(c2nnc(Cc3ccccc3)o2)CC(c2ccccc2)=NO1 (stereo unspecified) | i | 11 | -5
Cc1onc(-c2ccccc2)c1C(=O)c1c[nH]c(C(=O)NCc2ccncc2)c1 | i | 9 | -12
Cc1ccc(-n2nc3c(c2NC(=O)c2c(-c4ccccc4Cl)noc2C)CSC3)cc1 | i | 22 | -18
NS(=O)(=O)c1ccc(CCNC(=S)NC(=O)c2ccccc2Br)cc1 | / | 11 | -20
O=C(c1ccc(F)cc1)C1CCN(C(=S)NCC2CCCO2)CC1 (stereo unspecified) | i | 8 | -2
NC1=NC2(CCC(c3ccccc3)CC2)n2c(nc3ccccc32)N1 (stereo unspecified) | i | 23 | -23
CC1CCCC(NC(=O)COC(=O)[C@@H](NC(=O)c2ccco2)C(C)C)C1C (stereo partly specified) | i | 19 | -28
FC(F)(F)c1nnc2sc(-c3ccncc3)nn12 | i | 13 | 0
CC1=C(C(=O)NC2CCCc3c2cnn3-c2cccc(C)c2C)OCCO1 (stereo unspecified) | i | 67* | 15
COc1ccccc1N1CCN(C(=O)c2ccccc2NC(=O)C2CCCCC2C(=O)O)CC1 (stereo unspecified) | i | 14 | 7
CC(=O)Nc1ccc(S(=O)(=O)Nc2cccc(C(=O)NC(C)(C)C)c2)cc1 | i | 2 | -16
COc1ccc(N(C(C)C(=O)Nc2ccc(S(=O)(=O)N3CCOCC3)cc2)S(C)(=O)=O)cc1 (stereo unspecified) | i | 14 | -12
CCN(CC)S(=O)(=O)c1ccc(N2CCN(C)CC2)c(NC(=O)COc2ccc(F)cc2Cl)c1 | i | -1 | -25
CC1(C)S[C@@H]2[C@H](N=CN3CCCCCC3)C(=O)N2[C@H]1C(=O)O | i | 15 | -3
CCN(CC)S(=O)(=O)c1ccc(OC)c(NC(=O)C2CC(=O)N(c3ccc(C)cc3)C2)c1 (stereo unspecified) | i | 16 | -11
CCOc1ncccc1C(=O)OCC(=O)c1cccc(Br)c1 | i | 24 | -17
CN(NC1OC(=O)c2ccccc21)c1ccccc1[N+](=O)[O-] (stereo unspecified) | i | 11 | 8
Cc1ccc(NC(=O)CSc2nnc(CN3CCOCC3)n2C)cc1C | i | 7 | -5
CC1CCCCN1CCNC(=O)c1cnn2ccccc12 (stereo unspecified) | i | 8 | 3
COc1ccc(CNC(=O)C2CCN(C(=O)N(C)C)CC2)c(OC)c1 | i | 0 | -7
Cc1cccc(OCC(=O)NCc2nnc3ccc(C(F)(F)F)cn23)c1C | / | 1 | -5

Part of the list above in another layout:
Every second line gives: CHT allo act	OX1R antag-1	OX1R antag-2
- Cc1ccc(-n2nc3c(c2NC(=O)c2c(-c4ccccc4Cl)noc2C)CSC3)cc1
→ i	22	-18
- NS(=O)(=O)c1ccc(CCNC(=S)NC(=O)c2ccccc2Br)cc1
→ /	11	-20
- O=C(c1ccc(F)cc1)C1CCN(C(=S)NCC2CCCO2)CC1 (stereo unspecified)
→ i	8	-2
- NC1=NC2(CCC(c3ccccc3)CC2)n2c(nc3ccccc32)N1 (stereo unspecified)
→ i	23	-23
- CC1CCCC(NC(=O)COC(=O)[C@@H](NC(=O)c2ccco2)C(C)C)C1C (stereo partly specified)
→ i	19	-28
- FC(F)(F)c1nnc2sc(-c3ccncc3)nn12
→ i	13	0
- CC1=C(C(=O)NC2CCCc3c2cnn3-c2cccc(C)c2C)OCCO1 (stereo unspecified)
→ i	67*	15
- COc1ccccc1N1CCN(C(=O)c2ccccc2NC(=O)C2CCCCC2C(=O)O)CC1 (stereo unspecified)
→ i	14	7
- CC(=O)Nc1ccc(S(=O)(=O)Nc2cccc(C(=O)NC(C)(C)C)c2)cc1
→ i	2	-16
- COc1ccc(N(C(C)C(=O)Nc2ccc(S(=O)(=O)N3CCOCC3)cc2)S(C)(=O)=O)cc1 (stereo unspecified)
→ i	14	-12
- CCN(CC)S(=O)(=O)c1ccc(N2CCN(C)CC2)c(NC(=O)COc2ccc(F)cc2Cl)c1
→ i	-1	-25
- CC1(C)S[C@@H]2[C@H](N=CN3CCCCCC3)C(=O)N2[C@H]1C(=O)O
→ i	15	-3
- CCN(CC)S(=O)(=O)c1ccc(OC)c(NC(=O)C2CC(=O)N(c3ccc(C)cc3)C2)c1 (stereo unspecified)
→ i	16	-11
- CCOc1ncccc1C(=O)OCC(=O)c1cccc(Br)c1
→ i	24	-17
- CN(NC1OC(=O)c2ccccc21)c1ccccc1[N+](=O)[O-] (stereo unspecified)
→ i	11	8
- Cc1ccc(NC(=O)CSc2nnc(CN3CCOCC3)n2C)cc1C
→ i	7	-5
- CC1CCCCN1CCNC(=O)c1cnn2ccccc12 (stereo unspecified)
→ i	8	3

Screening data: PubChem, several laboratories
